Assay outcomes deposited in PubChem by National Center for Advancing Translational Sciences (NCATS).
pAkt inh – inhibitors of Akt phosphorylation. 360,000 tested, 0.32% active. Neuro2A IGF-stimulated pAkt S473 HTRF, 20 min; hits give low values. activity change, % for hits at 50 µM. AID 651550; in the data active = activity change below about -80%; inconclusive = mostly about -51% to -80%; also: % is scaled to controls: 0 for no effect and ±100 for the full control effect
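Neuro2A cells (4,500/well, DMEM with 0.5% FBS) were treated with compound at a single 50 µM final concentration, stimulated with 6 nM IGF for 20 min at 37 °C, and lysed. Phospho-Akt Ser473 was read by HTRF as 665/615 ratio ×10^4.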
PTHR1 agonist – agonists of human PTHR1 parathyroid hormone receptor. Potency, µM (titrated, usually from 115 µM), inactives show top-dose activation, hits mostly activators. Q03431. HEK293 GP2 PTHR1 cells, GloSensor cAMP luminescence, 1 h. 410,000 tested, 0.075% active; also: potency is read from the fitted curve at half-maximal effect; nearly all actives have a fitted effect of over 55% in size; some results filed as inactive show a strong effect at the top dose; inactives centre near -15; many of its hits are not listed in these tables
Target sequence (Q03431 whole entry, looked up): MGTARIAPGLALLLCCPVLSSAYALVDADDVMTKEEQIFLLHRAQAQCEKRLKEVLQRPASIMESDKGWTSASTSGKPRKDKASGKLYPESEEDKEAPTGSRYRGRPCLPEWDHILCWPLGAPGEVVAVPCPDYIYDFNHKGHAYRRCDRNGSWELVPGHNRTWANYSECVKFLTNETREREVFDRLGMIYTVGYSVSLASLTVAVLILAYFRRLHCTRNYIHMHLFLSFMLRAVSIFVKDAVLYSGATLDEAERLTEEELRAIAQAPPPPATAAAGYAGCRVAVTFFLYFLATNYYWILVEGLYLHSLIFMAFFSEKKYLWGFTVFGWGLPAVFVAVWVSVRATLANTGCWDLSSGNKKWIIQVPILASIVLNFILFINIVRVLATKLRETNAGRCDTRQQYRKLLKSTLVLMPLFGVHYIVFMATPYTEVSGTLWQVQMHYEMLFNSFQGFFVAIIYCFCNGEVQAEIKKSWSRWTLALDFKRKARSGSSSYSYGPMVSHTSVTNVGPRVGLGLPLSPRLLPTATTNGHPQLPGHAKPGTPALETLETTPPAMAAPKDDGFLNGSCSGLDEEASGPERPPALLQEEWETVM
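HEK-293-derived GP2 cells expressing PTHR1 and a GloSensor cAMP reporter, 3,000/well, plated overnight, given luciferin plus IBMX (each 0.5 mM as added) for 1 h at 37 °C, then compound for 1 h at 37 °C. Luminescence was read after 15 min at room temperature.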
HEK293 tox – cytotoxic in the GLP-1 receptor inverse agonist counter-screen | HEK293 cAMP-luciferase reporter cells, luminescence, 24 h | Potency, µM (series often up to 38.3 µM), inactives show at the top dose activity change, negative = inhibition, most hits filed as inhibitors | 410,000 tested, 0.13% active | AID 624418;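 also: loss of luciferase light is scored as toxicity; potency is read from the fitted curve at half-maximal effect; % is scaled to controls: 0 for no effect and ±100 for the full control effect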
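Quantitative HTS format, 1536 wells, 200 cells/uL seeded. Compounds: 23 nL, 24 h, 37 °C. Detection: luciferase reagent, luminescence at 12 min RT; decreased signal taken as cytotoxic.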
GLP-1R inv ag – GLP-1 receptor (human) inverse agonism. P43220. HEK293 GLP-1R CRE-luciferase, luminescence, 24 h; GLP-1R form is constitutively active. Potency, µM (series often up to 38.3 µM), for the others: at the top dose activity change, negative = inhibition, usual class: inhibitors. 410,000 tested, 1.6% active; also: potency is read from the fitted curve at half-maximal effect; % is scaled to controls: 0 for no effect and ±100 for the full control effect; nearly all actives have a fitted effect of over 55% in size
Target sequence (P43220 whole entry, looked up): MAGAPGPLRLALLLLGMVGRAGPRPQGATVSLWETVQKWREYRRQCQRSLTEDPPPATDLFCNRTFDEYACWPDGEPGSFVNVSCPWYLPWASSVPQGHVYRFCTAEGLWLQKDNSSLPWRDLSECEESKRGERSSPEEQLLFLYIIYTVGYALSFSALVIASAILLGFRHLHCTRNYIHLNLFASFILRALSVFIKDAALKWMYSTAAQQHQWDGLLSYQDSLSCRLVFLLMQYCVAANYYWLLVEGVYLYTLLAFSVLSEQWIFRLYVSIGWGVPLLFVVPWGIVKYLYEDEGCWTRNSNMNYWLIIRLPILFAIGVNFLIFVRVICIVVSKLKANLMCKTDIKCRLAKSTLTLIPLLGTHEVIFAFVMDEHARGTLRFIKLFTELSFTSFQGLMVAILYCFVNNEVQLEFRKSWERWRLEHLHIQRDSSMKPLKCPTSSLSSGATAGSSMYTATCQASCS
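Inverse agonists were sought by their lowering of basal cAMP reporter luciferase output in HEK293 cells stably carrying constitutively active human GLP-1R, after 24 h compound treatment.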
aSyn rescue – alpha-synuclein toxicity inhibition in yeast; Yeast expressing alpha-synuclein, growth rescue, BacTiter-Glo, 24 h; Potency, µM (doses to about 46.1 µM), inactives show at the highest dose growth rescue (activation), usual class: activators; 370,000 tested, 0.14% active; AID 652106; also: potency is read from the fitted curve at half-maximal effect; % of control where 0% means no effect; nearly all actives have a fitted effect of over 65% in size
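Galactose-induced alpha-syn yeast (OD600=0.02, raffinose-pregrown) + pinned cpd, 24 hr, 30 deg C; growth by BacTiter-Glo luminescence. Growth restoration scores as activation.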
FUS yeast rescue – rescues growth of FUS-expressing yeast | S. cerevisiae FUS-expressing, growth rescue, OD600, 24 h | Potency, µM (highest dose often 76.6 µM), without a hit: at the highest dose growth rescue (activation), most hits filed as activators | 390,000 tested, 0.24% active;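 also: potency is read from the fitted curve at half-maximal effect; plate controls were DMSO vehicle for no effect and reference control for full effect; nearly all actives have a fitted effect of over 55% in size; some results filed as inactive show a strong effect at the top dose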
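FUS-expressing yeast, raffinose-pregrown, induced in 2% galactose minimal medium at OD 0.005; compounds in a dilution series, 24hr at 30C. Growth restoration read as absorbance at 600 nm. CP55940 positive control, DMSO negative.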
TDP43 rescue – rescues yeast growth from TDP-43 toxicity | 410,000 tested, 1.8% active | Potency, µM (titrated, usually from 46.1 µM), for the others: top-dose growth rescue (activation), hits mostly activators | TDP-43 expressing yeast growth rescue, BacTiter-Glo, 24 h; also: potency is read from the fitted curve at half-maximal effect; % of control where 0% means no effect; nearly all actives have a fitted effect of over 50% in size
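Luminescence from BacTiter-Glo reports growth of TDP-43-expressing yeast after 24 hr at 30 deg C with compound. Cells were raffinose-pregrown to mid-log, then seeded in galactose medium at OD600=0.02.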
MmCpn inh – inhibitors of Methanococcus maripaludis chaperonin (MmCpn); Potency, µM (highest dose often 76.9 µM), for the others: top-dose activity, negative = inhibition, usual class: inhibitors; AID 504842; purified Mm-Cpn ATPase, ADP Transcreener TR-FRET; 330,000 tested, 0.031% active; also: potency is read from the fitted curve at half-maximal effect; % is scaled to controls: 0 for no effect and ±100 for the full control effect; nearly all actives have a fitted effect of over 80% in size
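Inhibition of chaperonin ATP hydrolysis is measured as reduced ADP production, detected by competitive TR-FRET in which signal falls with ADP. Final enzyme 25 nM and ATP 10 uM, reacted 30 min at 37°C.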
Abeta rescue – compounds reversing amyloid beta toxicity in yeast | yeast expressing A-beta42, growth rescue, OD600, 48 h; response scale: 0% DMSO, 100% iron-clioquinol control | Potency, µM (highest dose often 46.1 µM), for inactives: top-dose growth rescue, hits mostly activators | 410,000 tested, 0.063% active; also: potency is read from the fitted curve at half-maximal effect; nearly all actives have a fitted effect of over 55% in size
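Growth rescue measured by 600 nm absorbance after 48 h yeast culture at 30 C with compound. Values normalized between DMSO and an equimolar ferric chloride plus clioquinol control.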
* marks the source's active call; other numbers are inactive results; i = inactive; ? = inconclusive; . = not tested or not shown; [ ] = remark or other dose. Unless noted, calls follow the shape of the dose curve; as a rule, active = well fitted curve in the direction sought with a large enough effect; inconclusive = small, poorly fitted or top-dose-only effect, or another doubt; inactive = no such curve, though single readings can be large; an effect the other way counts as inactive or inconclusive.

The first 2 compounds as a preview:
SMILES	pAkt inh	PTHR1 agonist	HEK293 tox	GLP-1R inv ag	aSyn rescue	FUS yeast rescue	TDP43 rescue	MmCpn inh	Abeta rescue
O=c1[nH]c(CN2CCN(S(=O)(=O)c3ccc(Cl)cc3)CC2)nc2cc(Cl)ccc12	i	-25.1%	71.9%[activator]	-0.7%	7.4%	-16.5%	8.7%	0.5%	7.9%
CC(C)CCNC(=O)CCCCn1c(=O)[nH]c2ccsc2c1=O	i	i	3.0%	16.4%	3.1%	13.3%	-5.6%	1.4%	-0.1%

The list itself (from the top)
SMILES	pAkt inh	PTHR1 agonist	HEK293 tox	GLP-1R inv ag	aSyn rescue	FUS yeast rescue	TDP43 rescue	MmCpn inh	Abeta rescue
O=c1[nH]c(CN2CCN(S(=O)(=O)c3ccc(Cl)cc3)CC2)nc2cc(Cl)ccc12	i	-25.1%	71.9%[activator]	-0.7%	7.4%	-16.5%	8.7%	0.5%	7.9%
CC(C)CCNC(=O)CCCCn1c(=O)[nH]c2ccsc2c1=O	i	i	3.0%	16.4%	3.1%	13.3%	-5.6%	1.4%	-0.1%
CC1(C)SCC(C(=O)O)NC1=O (stereo not drawn)	i	-10.7%	-2.0%	2.1%	7.4%	-12.8%	2.8%	2.5%	5.6%
CC(=O)c1cccc(NC(=O)C(Sc2ncnc3ccccc23)c2ccccc2)c1 (stereo not drawn)	i	-5.7%	-7.5%	?	1.1%	?	-1.1%	-15.3%	2.9%
C/C(=N\NC(=O)C1CC1)c1cccs1	i	22.0%	19.7%	97.6%[activator]	1.3%	15.0%	-17.9%	-0.5%	-1.6%
CSc1ccccc1NC(=S)NC1CCCC1	i	i	?	?	1.6%	-6.1%	27.4%	0.5%	?
CC1CC(C)CN(C(=O)CCNS(=O)(=O)c2ccc3c(c2)CCC(=O)N3)C1 (stereo not drawn)	i	i	-2.4%[1.53 µM]	15.2%	1.0%	9.7%	18.2%	-1.3%	2.8%
Cc1ccccc1CNC(=O)Cn1cc2c(n1)-c1c(oc(C(=O)N3CCCC3)c1C)CC2	.	18.6%	4.3%	4.2%	.	28.7%	5.0%	.	-5.5%
C=CCOC(=O)C1=C(C)NC(SCC(=O)Nc2nccs2)=C(C#N)C1c1cccs1 (stereo not drawn)	i	-23.9%	173.4%[activator]	?	-1.6%	4.1%	2.7%	-0.9%	-8.3%
Cc1cccc2c(C(=O)O)c3c(nc12)CCCCC3	i	i	-11.2%	-27.6%	3.4%	-4.9%	-5.1%	0.5%	8.6%
CCOc1ccc(-n2nc3ccc(NC(=O)COc4ccc(OC)cc4)cc3n2)cc1	.	-2.1%	0.5%	-28.9%	.	-8.1%	12.9%	.	-11.5%
O=C(NC1CC1)C1CCN(C2CCN(C(=O)c3ccc(C(F)(F)F)cc3)CC2)CC1	i	i	-2.1%	-26.4%	-6.1%	3.2%	-10.7%	0.7%	-12.8%
Cc1cc(C)n(CC(=O)NC2CCCCC2C)c(=O)c1C#N (stereo not drawn)	i	-1.9%	16.7%	30.4%	0.5%	8.0%	-12.6%	0.5%	-9.6%
CCC(=O)Nc1cc(C)c(NC(=O)CCc2ccccc2)cn1	i	i	14.6%	17.8%	-4.9%	-5.6%	-5.3%	0.9%	0.3%
COc1ccc([N+](=O)[O-])cc1NC(=O)C1(c2ccc(OC)c(OC)c2)CCOCC1	i	-4.7%	-2.3%[7.66 µM]	18.1%[7.66 µM]	-3.1%	11.4%	-17.6%[9.22 µM]	1.7%	-0.5%
Cc1ccc(N2C(=O)C3NN=C(C(=O)OCc4ccccc4)C3C2=O)cc1 (stereo not drawn)	i	i	10.7%	-4.1%	-9.4%	14.3%	-8.5%	1.5%	3.4%
COc1cccc(NC(=O)CCc2c(C)nc3c4cccnc4nn3c2C)c1	.	28.1%	-7.4%	6.4%	.	4.9%	7.0%	.	-17.3%
C/C(CC1CC2=C(CC1(C)C)C(C)(C)CCC2)=N\NC(N)=S (stereo not drawn)	i	i	?	?	-2.0%	16.6%	29.0%	-2.6%	27.3%
COC(=O)c1c(CCl)noc1C(=O)NC(C)C	i	-22.3%	-5.5%	-24.1%	0.6%	-31.2%	?	0.3%	3.9%
CCCCCC(=O)N1CC2(CC(c3cccc(NC(=O)[C@@H]4CCC(=O)N4)c3)=NO2)C[C@@H]1C(N)=O (stereo partly drawn)	i	i	?	12.4%	1.5%	-5.3%	-7.9%	-2.0%	-0.1%
Cc1ccc(Cl)cc1NC(=O)CSc1nc(C)c(C)c(C)c1C#N	.	i	5.2%	14.9%	-0.6%	-25.1%	?	.	1.9%
COc1ccc(-c2nnc(NC(=O)CSc3ccccc3)s2)cc1OC	i	26.6%	26.5%	20.6%	-2.7%	1.6%	-11.4%	-2.0%	18.0%
O=C(c1cncc(Br)c1)N1CCN(S(=O)(=O)c2ccc(Cl)cc2)CC1	i	i	-10.0%	-6.1%	6.1%	9.2%	-1.6%	0.7%	-4.2%
O=C(Nc1ccccc1)Nc1cccc2cccnc12	i	-23.9%	-13.3%	10µM*	-8.7%	6.5%	7.08µM*	1.8%	-10.2%
CC(C)c1ccc(S(=O)(=O)NC2CCS(=O)(=O)C2)cc1 (stereo not drawn)	i	-9.6%	3.0%	8.7%	-0.9%	8.7%	2.8%	2.2%	1.6%
Cc1ccc2nc(NC(=O)C3CCN(S(=O)(=O)c4cnc[nH]4)CC3)sc2c1	i	-72.3%[inhibitor]	-1.0%	?	-7.8%	.	-15.2%	1.2%	2.4%
COCCNC(=O)c1cc2nc(-c3ccccc3)cc(C)n2n1	i	i	7.5%	15.3%	-1.7%	8.2%	6.0%	-0.5%	-1.6%
O=C(NC1CC(=O)N(c2cccc(F)c2)C1)C1CC1 (stereo not drawn)	.	-11.7%	-5.9%	15.1%	.	2.9%	9.6%	.	-0.6%
CC1CCN(CCC(=O)Nc2ccccc2)CC1	i	i	-6.0%	5.7%	-2.1%	20.9%	-17.0%[0.397 µM]	1.9%	4.8%
CC(Oc1ccc2c3c(c(=O)oc2c1)CCC3)C(=O)NCc1cccnc1 (stereo not drawn)	i	9.7%	2.7%	55.2%[activator]	-4.4%	15.6%	-5.5%	2.6%	5.9%
Cc1ccc(S(=O)(=O)N2CCCC2C(=O)Nc2nccs2)cc1 (stereo not drawn)	i	-19.4%[57.5 µM]	17.7%	-5.7%	8.1%	-4.7%	3.6%	0.0%	16.4%
COc1ccc(-c2cn3nc(N4CCCC(C(=O)Nc5cccc(Cl)c5C)C4)sc3n2)cc1 (stereo not drawn)	.	i	11.3%	3.2%	.	8.8%	-0.4%	.	-11.5%
O=C1NC2(CCCCCC2)C(=O)N1Cc1ccccc1Cl	i	-4.4%	-3.0%	?	4.3%	6.5%	24.1%	2.3%	?
CCn1ccc(C(=O)Nc2ccccc2Cl)n1	i	-35.0%[inhibitor]	3.0%	-19.4%	-4.3%	-21.6%	-16.3%	-5.8%	-18.0%
Cc1cc(C)cc(NC(=O)C(Sc2ncnc3ccccc23)c2ccccc2)c1 (stereo not drawn)	i	-18.0%	-2.5%	-0.9%	0.7%	.	15.9%	?	-2.6%
CCCCC(O)(CCCC)C(=O)NN(C(=O)OC)c1ccc(C)cc1	i	i	-13.0%	-30.0%	13.2%	20.6%	26.0%	2.5%	24.1%
Cc1cc([N+](=O)[O-])ccc1NC(=O)C(C)NC1CCCCC1 (stereo not drawn)	i	-18.7%	7.6%	?	1.9%	-0.3%	-6.5%	1.6%	-2.2%
COc1ccc(NC(=O)C2CCCN(S(=O)(=O)c3ccc4c(c3)CCCC(=O)N4)C2)cc1OC (stereo not drawn)	.	-13.0%	4.0%	10.8%	0.2%	-2.9%	15.5%	.	-6.5%
CN(C)/C=C/C(=O)c1ccc2noc(-c3cccc(F)c3)c2c1	i	-11.0%	-24.0%	-19.9%	-55.9%[inhibitor]	25.0%	-93.2%[inhibitor]	-1.9%	-94.8%[inhibitor]
CC(=O)Nc1ccc(NC(=O)C(C)OC(=O)c2cccs2)cc1 (stereo not drawn)	i	i	-1.2%	1.7%	-6.8%	-2.4%	-3.4%	2.1%	15.0%
C[C@H](CO)N1C[C@H](C)[C@H](CN(C)C(=O)Nc2ccccc2F)OCc2cnnn2CCCC1=O	i	-14.7%	2.7%	-2.3%	2.8%	-12.6%	6.1%	.	4.4%
O=C(NCCCN1CCCC1=O)c1ccc(Cl)c(Cl)c1	i	i	17.2%	14.2%	0.4%	12.3%	15.0%	1.7%	-17.4%
COC(=O)C(C)Oc1ccc2c(-c3cccc([N+](=O)[O-])c3)cc(=O)oc2c1 (stereo not drawn)	i	-4.6%[57.5 µM]	5.6%	3.3%	8.5%	17.4%	-0.3%	0.6%	3.2%
CCN=C1SC(C(=O)Nc2cccc(Br)c2)CC(=O)N1CC (stereo not drawn)	i	-3.7%	-4.8%	?	5.9%	.	6.5%	-0.4%	10.4%
CCc1nc(SCC(=O)Nc2ccc(N(C)C)cc2)n[nH]1	i	i	15.1%	13.7%	1.1%	1.3%	10.3%	-4.4%	-5.8%
COC(=O)CCC(=O)NC1CC(C)(C)Cc2c1cnn2-c1ccccc1 (stereo not drawn)	i	11.1%	3.8%	-5.1%	-2.8%	-1.0%	1.2%	-2.8%	-10.9%

The list is partial, so the mix of outcomes need not match the whole.
